# Source: PubChem BioAssay (National Center for Advancing Translational Sciences (NCATS))
# p53null 39C kill – qHTS Screen for Compounds that Selectively Target Cancer Cells with p53 Mutations: Cytotoxicity of p53 Null Cells at the Nonpermissive Temperature; H1299 p53-null (neo) cells, 39C, ATPlite viability, 24 h; Potency, µM (titrated, usually from 46.1 µM), without a hit: at the top dose activity, negative = cell killing, hits mostly cytotoxic; 0.97% of 55,000 active; AID 904, 2007;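 further: potency means the concentration at half of the fitted maximal effect; 0% = DMSO only and -100% = full killing by 100 µM tamoxifen; nearly all actives have a fitted effect of over 50% in size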
#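 H1299 lung cancer cells, p53-null (H1299-neo) or expressing p53 A138V (H1299-p53A138V), were plated overnight at 37C, then exposed to compounds at up to 46 uM for 24 hr at 39C. Viability was read by ATP-based luminescence.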
# FH mod – Identification of activators of human fumarate hydratase by quantitative high-throughput screening; Potency, µM (doses to about 79.9 µM), for inactives: top-dose activity change, negative = inhibition, hits mostly inhibitors; 0.22% of 54,000 active; FH coupled MDH/diaphorase resazurin fluorescence, 15 min; Fumarate hydratase, mitochondrial (Homo sapiens), P07954; further: potency means the concentration at half of the fitted maximal effect; on the % scale 0 is the no-effect control and ±100 the full control effect; the screen sought activators but most active calls are inhibition curves; nearly all actives have a fitted effect of over 45% in size
# TSG101-PTAP inh – qHTS Validation Assay for Inhibitors of HIV-1 Budding by Blocking the Interaction of PTAP/TSG101: Sytravon Library Screen | Fluorescence polarization, FITC-PTAP peptide/Tsg101, 20 min | Potency, µM (titrated, usually from 115 µM), inactives show top-dose activity change, negative = inhibition, most hits filed as inhibitors | Tumor susceptibility gene 101 protein (Homo sapiens), Q99816 | 44,000 tested, under 10 active; further: potency means the concentration at half of the fitted maximal effect; 0% is about no effect
# Target sequence (Q99816 whole entry, looked up): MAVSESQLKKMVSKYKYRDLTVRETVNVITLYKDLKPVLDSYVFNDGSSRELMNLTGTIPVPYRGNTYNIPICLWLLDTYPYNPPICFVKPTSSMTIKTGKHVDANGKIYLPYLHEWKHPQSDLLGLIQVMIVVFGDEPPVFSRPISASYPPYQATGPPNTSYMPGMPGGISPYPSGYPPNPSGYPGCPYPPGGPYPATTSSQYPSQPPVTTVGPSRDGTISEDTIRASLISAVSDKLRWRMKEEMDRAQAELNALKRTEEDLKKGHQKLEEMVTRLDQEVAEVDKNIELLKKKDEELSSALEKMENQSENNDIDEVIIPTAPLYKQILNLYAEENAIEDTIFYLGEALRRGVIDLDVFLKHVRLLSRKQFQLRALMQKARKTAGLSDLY
#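 The Tsg101 binding domain, at 10 uM final, is mixed with compound and a FITC peptide bearing the PTAP motif (50 nM final). After 20 min at r.t., polarization is measured; actives defined by CRC class, efficacy cut-off 60% inhibition.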
# GALK inhibitor – qHTS Assay for Inhibitors of Human Galactokinase (GALK): NCGC Sytravon Library Screen; P51570; recombinant GALK, Kinase-Glo ATP luminescence, 1 h; Potency, µM (titrated, usually from 57.5 µM), inactives show at the top dose activity, negative = inhibition, most hits filed as inhibitors; 44,000 tested, under 10 active; AID 1347072, 2019;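 further: plate controls were full GALK reaction for no effect and reaction lacking GALK for full effect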
# Target sequence (P51570 whole entry, looked up): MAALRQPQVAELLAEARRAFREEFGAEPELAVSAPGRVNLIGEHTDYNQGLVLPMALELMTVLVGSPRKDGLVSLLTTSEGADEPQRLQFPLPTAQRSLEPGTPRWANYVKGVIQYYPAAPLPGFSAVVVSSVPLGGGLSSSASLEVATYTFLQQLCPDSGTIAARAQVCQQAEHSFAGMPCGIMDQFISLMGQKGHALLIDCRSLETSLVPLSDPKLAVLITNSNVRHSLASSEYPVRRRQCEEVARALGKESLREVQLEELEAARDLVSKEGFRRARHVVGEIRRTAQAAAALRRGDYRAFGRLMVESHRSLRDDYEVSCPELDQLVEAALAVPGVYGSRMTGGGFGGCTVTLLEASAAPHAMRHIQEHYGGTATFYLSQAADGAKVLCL
#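 5 nM GALK with 35 µM ATP and 100 µM galactose in HEPES pH 8.0, MgCl2, NaCl, DTT, BSA; 1 h RT reaction, remaining ATP detected by Kinase-Glo Plus luminescence after 10 min; qHTS concentration series.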
# B2AR arrestin ag – qHTS assay of beta-arrestin-biased ligands of beta2-adrenergic receptor: NCGC Sytravon Library Screen; Beta-2 adrenergic receptor (Homo sapiens), P07550; 44,000 tested, under 10 active; HTLA Tango cells, beta-arrestin recruitment, luciferase luminescence, 18 h; Potency, µM (doses to about 46.1 µM), without a hit: at the highest dose activation, hits mostly activators;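 further: potency means the concentration at half of the fitted maximal effect; 0% = DMSO and full agonism = EC100 isoproterenol or metaproterenol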
#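 Ligand-induced beta-arrestin recruitment to recombinant beta2-AR is measured via a tTA-driven luciferase reporter in Tango cells after 18 hr compound exposure at 37 degrees C. Concentrations span up to 46 microM.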
# NTMT1 inhibitor – Primary qHTS for Inhibitors of N-terminal methyltransferase 1 (NTMT1): MTaseGlo Assay; N-terminal Xaa-Pro-Lys N-methyltransferase 1 (Homo sapiens), Q9BV86; NTMT1 MTase-Glo SAH luminescence, purified enzyme; Potency, µM (titrated, usually from 114 µM), for inactives: at the top dose activity change, negative = inhibition, usual class: inhibitors; 2.5% of 59,000 active; AID 1645870, 2021;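 further: potency means the concentration at half of the fitted maximal effect; plate controls were DMSO vehicle for no effect and no enzyme for full effect; nearly all actives have a fitted effect of over 65% in size; many of its hits are not listed in these tables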
# Target sequence (Q9BV86 whole entry, looked up): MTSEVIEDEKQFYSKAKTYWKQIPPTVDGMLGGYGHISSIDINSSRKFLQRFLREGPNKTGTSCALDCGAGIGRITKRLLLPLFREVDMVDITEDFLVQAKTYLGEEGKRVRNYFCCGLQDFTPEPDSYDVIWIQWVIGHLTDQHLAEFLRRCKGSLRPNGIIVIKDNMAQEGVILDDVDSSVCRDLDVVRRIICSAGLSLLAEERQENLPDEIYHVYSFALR
# p53null 32C kill – qHTS Screen for Compounds that Selectively Target Cancer Cells with p53 Mutations: Cytotoxicity of p53 Null Cells at the Permissive Temperature | H1299-neo p53 null cells, ATP luminescence, 24 h, 32C | Potency, µM (highest dose often 46.1 µM), without a hit: top-dose activity change, negative = cytotoxicity, usual class: cytotoxic | 0.62% of 55,000 active | AID 903, 2007;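 further: potency means the concentration at half of the fitted maximal effect; 0% = DMSO only and -100% = full killing by 100 µM tamoxifen; nearly all actives have a fitted effect of over 55% in size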
#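 Overnight 37C seeding (600 cells/well) of H1299-neo preceded a 24 hr, 32C exposure to compounds up to 46 uM. ATP levels, read by luminescence after 20 min at RT, indicated surviving cells.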
# * marks the source's active call; other numbers are inactive results; u = inconclusive; x = no result given; [ ] = remark or other dose. The call rests on the fitted dose curve; in most records, active means well fitted curve in the direction sought with a large enough effect; inconclusive means small, poorly fitted or top-dose-only effect, or another doubt; inactive means no such curve, though single readings can be large; an effect the other way counts as inactive or inconclusive.
item	SMILES	p53null 39C kill	FH mod	TSG101-PTAP inh	GALK inhibitor
1	FC(F)(F)c1ccc(C2=Nc3ccccc3NC(c3cccs3)=N2)cc1	5%	3%	-6%	1%
2	COc1ccc(NCc2cc3ccc(OC)cc3n(CC(=O)Nc3ccc(C)c(C)c3)c2=O)cc1	-4%	-17%	2%	4%
3	O=C(c1cccn1-c1nnc(N2CCCCC2)s1)N1CCN(c2ccc(Cl)cc2)CC1	-11%	-7%	0%	-1%
4	Cc1cc2oc(C(=O)Nc3ccc(S(=O)(=O)Nc4ncccn4)cc3)cc(=O)c2cc1C	-1%	3%	-1%	-4%
5	CCC(C)NC(=O)CSc1nc2cc3c(cc2c(=O)n1Cc1ccc(C(=O)NCCc2ccc(OC)c(OC)c2)cc1)OCO3 (stereo unspecified)	-6%	x	-1%	-1%
6	CCN(CC)CCCNC(=O)c1cc(-c2ccc(OC)c(OC)c2)on1	13%	x	-8%	2%
7	CCOC(=O)c1cc(-c2ccc(C)cc2)n(CCC(=O)Nc2cc(Cl)ccc2C)c1C	-1%	-7%	-6%	-2%
8	COC(=O)c1cc2sccc2n1Cc1ccc(F)cc1Cl	u	-21%	-3%	-10%
9	CCSc1ncc(Cl)c(C(=O)Nc2nc3ccc(OC)cc3s2)n1	1%	9%	-3%	1%
10	COc1cccc(NC(=O)CSc2cc(=O)n(C)c3ccc(Cl)cc23)c1	-14%	-2%	2%	9%
11	CCN1C(C(=O)c2ccccc2)=C(NC(=O)c2ccc(Cl)cc2)c2ccccc2S1(=O)=O	1%	-4%	-1%	0%
12	COc1ccc(-c2c3c(=O)n(C)c(=O)n(C)c3c3n2-c2ccccc2NC3c2ccc(OC)cc2)cc1 (stereo unspecified)	8%	x	2%	2%
13	Cc1ccc(OCC(=O)Nc2nc(-c3ccc(Br)cc3)ns2)cc1C	-5%	u	0%	3%
14	CCCCOC(=O)c1ccc(NC2=NS(=O)(=O)c3ccccc32)cc1	5%	3%	-8%	0%
15	CCC1CN(C(=O)Nc2ccccc2F)c2cc(C)ccc2O1 (stereo unspecified)	-11%	-1%	0%	0%

item	B2AR arrestin ag	NTMT1 inhibitor	p53null 32C kill
1	0%	0%	-10%
2	-1%	8%	2%
3	0%	0%	12%
4	-1%	2%	-7%
5	-2%	x	2%
6	-2%	x	0%
7	6%	7%	-9%
8	0%	7%	2%
9	0%	11%	-5%
10	1%	29%	-5%
11	-2%	17%	-8%
12	-1%	x	-5%
13	-4%	22%	-2%
14	0%	5%	-1%
15	-1%	5%	-3%

# Looked up above:
# In B2AR arrestin ag, `CCCCOC(=O)c1ccc(NC2=NS(=O)(=O)c3ccccc32)cc1` has the entry 0%
# In p53null 39C kill, `COc1cccc(NC(=O)CSc2cc(=O)n(C)c3ccc(Cl)cc23)c1` has the entry -14%
# In B2AR arrestin ag, `CCSc1ncc(Cl)c(C(=O)Nc2nc3ccc(OC)cc3s2)n1` has the entry 0%
# In p53null 32C kill, `CCOC(=O)c1cc(-c2ccc(C)cc2)n(CCC(=O)Nc2cc(Cl)ccc2C)c1C` has the entry -9%

# Returning to the listing, repeating the two entries before the break.
item	SMILES	p53null 39C kill	FH mod	TSG101-PTAP inh	GALK inhibitor
14	CCCCOC(=O)c1ccc(NC2=NS(=O)(=O)c3ccccc32)cc1	5%	3%	-8%	0%
15	CCC1CN(C(=O)Nc2ccccc2F)c2cc(C)ccc2O1 (stereo unspecified)	-11%	-1%	0%	0%
16	CC(=O)Nc1ccc(S(=O)(=O)NCC2CCC(C(=O)NCCc3ccc(C)cc3)CC2)cc1 (stereo unspecified)	13%	0%	-1%	0%
17	CCCNC(=O)Cn1c(=O)cc(C)c2c(C)nn(-c3cccc(F)c3)c21	9%	2%	-2%	-1%
18	N#Cc1c(-n2ncnc2-c2cccc(Cl)c2)sc2c1CCCCC2	-16%	1%	-8%	-1%
19	CCC(=O)N1CCc2cc(CNC(=O)c3ccc(F)cc3)ccc21	9%	3%	-1%	1%
20	CCCCN(CC)C(=O)CSc1nc2c(sc3ccccc32)c(=O)n1CCc1ccccc1	26%	0%	0%	2%
21	CCCCN1C(=O)CN(C2CCCCCC2)C(=O)C1c1ccc(OCC)c(OC)c1 (stereo unspecified)	18%	x	-3%	0%
22	COc1cc(Cl)c(C)cc1NC(=O)c1cc2c(=O)oc3ccccc3c2s1	-4%	0%	-8%	-1%
23	Cc1c(NC(=O)c2cc(-c3cccc(O)c3)on2)c(=O)n(-c2ccccc2)n1C	-7%	x	-7%	-1%
24	CCCCn1cc(S(=O)(=O)c2cc(C)ccc2C)c(=O)c2cc(F)c(N3CCC(C)CC3)cc21	2%	0%	0%	-1%
25	CCc1ccccc1NC(=O)c1ccc2c(c1)c(C)c(C)n2Cc1ccccc1	16%	-5%	5%	-11%
26	COc1ccccc1Nc1sc(C(=O)c2ccc(C)cc2C)c(N)c1S(=O)(=O)c1ccccc1	20%	-3%	2%	2%
27	Cc1noc(C)c1S(=O)(=O)Nc1ccc(C(=O)Nc2ccc(C(C)C)cc2)cc1	3%	-13%	-2%	0%
28	CCN1CCC(N(Cc2ccc3c(c2)OCO3)C(=O)Nc2cc(F)ccc2F)CC1	-5%	5%	1%	1%
29	COc1ccc(CCNC(=O)c2nc(-c3ccc(Cl)cc3)n3c2CCCCC3)c(OC)c1	-1%	u	-1%	5%
30	CCOc1ccc(NC(=O)N2CCC(CN3CCC(C)CC3)CC2)cc1	13%	7%	-4%	0%

item	B2AR arrestin ag	NTMT1 inhibitor	p53null 32C kill
14	0%	5%	-1%
15	-1%	5%	-3%
16	1%	-9%	9%
17	1%	-17%	10%
18	-1%	u	-6%
19	-3%	12%	0%
20	0%	10%	-1%
21	-1%	x	-2%
22	1%	13%	-5%
23	-2%	x	14%
24	1%	-5%	-5%
25	2%	0%	22%
26	2%	-1%	17%
27	-2%	-14%	18%
28	0%	1%	-2%
29	-1%	u	7%
30	0%	10%	5%

# Following part.
item	SMILES	p53null 39C kill	FH mod	TSG101-PTAP inh	GALK inhibitor
31	CC(=O)N1CCCc2cc(S(=O)(=O)N3CCCC(C(=O)Nc4ccc(F)cc4F)C3)ccc21 (stereo unspecified)	17%	1%	3%	1%
32	COc1ccccc1C(=O)Nc1ccc2nc(SCC(=O)N3CCCC3)sc2c1	13%	-1%	0%	0%
33	Cc1cccc(-c2nc3c4c(-c5ccccc5)c(-c5ccccc5)oc4ncn3n2)c1	10%	-7%	0%	3%
34	CC(=O)c1ccc(N2CCN(C(=O)CCS(=O)(=O)c3ccc4c(c3)oc(=O)n4C)CC2)cc1	-16%	-44%	-4%	-2%
35	CCc1ccc(NC(=O)Cn2c(=O)n(-c3cc(C)cc(C)c3)c(=O)c3oc4ccccc4c32)cc1	-25%	-3%	1%	-1%
36	CCOc1ccc(NC(=O)Cn2c(=O)n(-c3ccc(C)cc3)c(=O)c3cc(OC)c(OC)cc32)cc1	15%	-5%	0%	-8%
37	COc1ccc(C(=O)N2CCCCC2CCN2CCCCC2)cc1 (stereo unspecified)	-4%	-3%	-5%	-3%
38	CCOC(=O)C1=C(CNCc2ccccc2)NC(=O)NC1c1ccc(C)cc1 (stereo unspecified)	5%	-9%	0%	0%
39	COC(=O)c1ccc(NC(=O)C(=O)NCCc2csc(-c3ccc(C(F)(F)F)cc3)n2)cc1	92%[activator]	-6%	-5%	-5%
40	CC(C)CCn1nnc2sc(-c3ccccc3)cc2c1=O	-10%	2%	-3%	-4%
41	CCCCN(CC)CCNC(=O)CCn1cnc2onc(-c3ccc(F)cc3)c2c1=O	-10%	3%	-3%	0%
42	COc1ccc(NC(=O)CSc2nc(-c3ccc(OC)cc3)cc(=O)[nH]2)cc1	10%	-17%	1%	3%
43	CC(C)(C)c1ccc(C(=O)NCC(c2ccco2)S(=O)(=O)c2ccccc2)cc1 (stereo unspecified)	-3%	-12%	-1%	2%
44	Cc1nc(CC(=O)Nc2cc(Cl)ccc2C)cs1	-13%	8%	0%	-3%
45	O=C(Cn1c(=O)n(-c2ccccc2Cl)c(=O)c2sc3ccccc3c21)NC1CCCC1	6%	-1%	-4%	-12%

item	B2AR arrestin ag	NTMT1 inhibitor	p53null 32C kill
31	0%	6%	-1%
32	-3%	4%	-3%
33	1%	10%	-1%
34	-1%	-4%	-3%
35	1%	4%	-7%
36	0%	-9%	5%
37	-2%	-1%	3%
38	-2%	23%	9%
39	0%	-2%	1%
40	1%	22%	-3%
41	-1%	-11%	1%
42	-1%	18%	u
43	0%	-2%	1%
44	0%	-28%	-8%
45	1%	2%	-6%

# (list continues)
item	SMILES	p53null 39C kill	FH mod	TSG101-PTAP inh	GALK inhibitor
46	CC1CCN(c2nc3ccc(C(=O)NCCc4ccc(S(N)(=O)=O)cc4)cc3s2)CC1	-9%	3%	1%	-10%
47	O=C(Cn1c(=O)n(Cc2ccccc2)c(=O)c2oc3ccccc3c21)Nc1ccc(Cl)cc1	6%	-4%	1%	4%
48	COC(=O)c1cc2oc3ccccc3c2n1Cc1ccc(Cl)cc1	10%	-11%	0%	-2%
49	CCCOc1ccc(-c2nc(SC)[nH]c(=O)c2C#N)cc1OC	-12%	-15%	1%	-6%
50	Cc1ccc2ccc3cc(C(=O)N4CCN(c5ccccc5)CC4)nc3c2[nH]1	-6%	-33%	0%	-1%
51	COc1cc2c(cc1OC)C(c1cccc(Cl)c1)CC(=O)N2 (stereo unspecified)	-8%	-7%	-10%	3%
52	CC(C)(C)OC(=O)N1CCC(c2c(C(=O)NCc3ccc4c(c3)OCO4)cnn2-c2ccc(F)cc2F)CC1	3%	u	-6%	1%

item	B2AR arrestin ag	NTMT1 inhibitor	p53null 32C kill
46	-4%	89µM*	2%
47	0%	0%	0%
48	1%	15%	8%
49	-4%	9%	-13%
50	-1%	20%	-27%
51	1%	u	-2%
52	0%	-16%	12%

# This is a subset; rates above refer to the full screens.
